# DRD3 agonist = D3 dopamine receptor (human) agonism; D3R DiscoveRx beta-arrestin cells, luminescence, 90 min; 0.58% of 410,000 active; P35462; max activation, %; in the data active means max activation above about 30%; further: 0% is about no effect; mostly tested at two doses, the higher about 12 µM
# Target sequence (P35462 whole entry, looked up): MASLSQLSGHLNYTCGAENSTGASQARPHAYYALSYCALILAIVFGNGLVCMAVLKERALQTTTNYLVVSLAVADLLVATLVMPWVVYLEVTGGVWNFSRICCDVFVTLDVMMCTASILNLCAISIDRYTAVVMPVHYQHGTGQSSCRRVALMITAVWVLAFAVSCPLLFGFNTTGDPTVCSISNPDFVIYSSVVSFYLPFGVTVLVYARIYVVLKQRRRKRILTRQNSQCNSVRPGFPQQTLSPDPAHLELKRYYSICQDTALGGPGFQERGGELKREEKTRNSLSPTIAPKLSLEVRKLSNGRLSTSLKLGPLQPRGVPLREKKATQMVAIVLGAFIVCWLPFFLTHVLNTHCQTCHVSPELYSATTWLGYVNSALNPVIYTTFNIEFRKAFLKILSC
#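 Agonist mode: compounds and dopamine controls were applied to plated cells for 90 min at 37 degrees C after an overnight attachment at 1500 cells/well. Luminescent read-out followed 30 - 60 minutes at room temperature with DiscoveRx detection reagent.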
# KB-V1 cytotox = KB-V1 MDR subline cytotoxicity; Potency, µM (doses to about 46.1 µM), without a hit: top-dose activity change, negative = cytotoxicity, hits mostly cytotoxic; 3.4% of 400,000 active; KB-V1 MDR cells viability, CellTiter-Glo, 72 h; further: potency means the concentration at half of the fitted maximal effect; on the % scale 0 is the no-effect control and ±100 the full control effect; nearly all actives have a fitted effect of over 60% in size
#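 Following 72 h at 37 degrees C with compound, KB-V1 cell viability was read by CellTiter-Glo luminescence, medium being phenol-red-free DMEM plus 10% FBS; concentration-response parameters came from normalized, curve-fitted qHTS data.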
# MCF10A rerep = DNA re-replication induction in MCF 10a cells; MCF 10A DNA re-replication, Hoechst nuclear intensity, 48 h; Potency, µM (doses to about 46.1 µM), inactives show at the highest dose activity, positive = re-replication, most hits filed as activators; 2.9% of 350,000 active; further: potency means the concentration at half of the fitted maximal effect; % of control where 0% means no effect; nearly all actives have a fitted effect of over 50% in size
# HT1080NT lethal = kills 2HG-producing HT-1080-NT fibrosarcoma cells; HT-1080-NT fibrosarcoma viability, CellTiter-Glo ATP luminescence, 48 h; Potency, µM (titrated, usually from 46.1 µM), for inactives: at the top dose activity, negative = less viability, hits mostly cytotoxic; 1.6% of 360,000 active; AID 686970;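 further: NT is the 2HG producing partner of a matched IDH1 knockdown line; potency means the concentration at half of the fitted maximal effect; 0% = DMSO-treated cells and -100% = media-only wells without cells; nearly all actives have a fitted effect of over 55% in size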
#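 HT-1080-NT; 750 cells/well; 5% FBS RPMI; 48 h compound, 37 degrees C; CellTiter-Glo luminescence; curve fitting and curve-class assignment.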
# GLP1R cytotox = cytotoxic in the GLP-1 receptor inverse agonist counter-screen; HEK293 cAMP-luciferase reporter cells, luminescence, 24 h; Potency, µM (series often up to 38.3 µM), without a hit: at the highest dose activity change, negative = inhibition, actives largely listed as inhibitors; 0.13% of 410,000 active;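 further: loss of luciferase light is scored as toxicity; potency means the concentration at half of the fitted maximal effect; on the % scale 0 is the no-effect control and ±100 the full control effect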
#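 Compound-treated cells are incubated 24 hr at 37 deg C under 5% CO2 after a 12 hour attachment period, then luciferase detection reagent is added and luminescence is measured following 12 min at room temperature; lowered signal indicates toxicity.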
# SW480 rereplic = inducers of DNA re-replication in SW480 colon cancer cells; SW480 DNA re-replication, Hoechst DNA content imaging, 48 h; Potency, µM (titrated, usually from 46.1 µM), for the others: at the highest dose re-replication activation, usual class: activators; 1.8% of 340,000 active; AID 624297; further: potency means the concentration at half of the fitted maximal effect; % of control where 0% means no effect; nearly all actives have a fitted effect of over 55% in size
#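 Hoechst fluorescence of nuclei (405 nm excitation, 500-530 nm emission) measured by plate-scanning imager after 48 hr compound exposure at 37 C; re-replication scored as increased number of nuclei with elevated intensity.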
# IL1B secr inh = blocks inflammasome-driven IL-1 beta release. THP-1 LPS/ATP IL-1B secretion, AlphaLISA, 16 h; stronger effect = lower value. activity change, % at 57.5 µM. 4.7% of 360,000 active. AID 743279; in the data active means activity change below about -50%; inconclusive means mostly about -30% to -49%; further: on the % scale 0 is the no-effect control and ±100 the full control effect
#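 THP-1 cells pretreated 1 hr with compounds (up to 57.5 uM final), then stimulated with LPS (250 ng/mL final) plus ATP (1.25 mM final); secreted IL-1B measured by AlphaLISA after 16 hr, decreased signal indicating inhibition.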
# KB-3-1 cytotox = kills parental KB-3-1 adenocarcinoma cells. AID 1347075. KB-3-1 viability, CellTiter-Glo ATP luminescence, 72 h. Potency, µM (series often up to 46.1 µM), without a hit: at the highest dose activity change, negative = cytotoxic, most hits filed as cytotoxic. 1.4% of 400,000 active; further: potency means the concentration at half of the fitted maximal effect; on the % scale 0 is the no-effect control and ±100 the full control effect; nearly all actives have a fitted effect of over 60% in size
#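 KB-3-1 cells, DMEM (no phenol red) + 10% FBS; compound by pin transfer, 72 h, 37 °C. Readout: CellTiter-Glo luminescence after 10 min. Data normalized, curve-fitted.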
# HT1080 IDH1KD tx = HT-1080 IDH1 knockdown cell toxicity (counter line) | HT-1080 IDH1 knockdown viability, ATP luminescence, 48 h | Potency, µM (top dose mostly 46.1 µM), without a hit: at the highest dose activity, negative = toxicity, hits mostly cytotoxic | 2% of 360,000 active;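 further: potency means the concentration at half of the fitted maximal effect; 0% = DMSO wells and -100% = cell-free medium wells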
#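 Luminescent ATP read-out (CellTiter-Glo, 10 min at room temperature) after 48 h compound exposure at 37 °C gave viability of IDH1-knockdown HT-1080 cells. Activity was normalised to DMSO and cell-free wells, then fitted as concentration-response curves.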
# * marks the source's active call; other numbers are inactive results; u = inconclusive; x = not tested or not shown; [ ] = another dose, or the depositor's remark. Unless noted, the call rests on the fitted dose curve; in most records, active means well fitted curve in the direction sought with a large enough effect; inconclusive means small, poorly fitted or top-dose-only effect, or another doubt; inactive means no such curve, though single readings can be large; an effect the other way counts as inactive or inconclusive. This is a random part of the collection; overall some 11% were active at least once.
cpd	Compound	DRD3 agonist	KB-V1 cytotox	MCF10A rerep	HT1080NT lethal	GLP1R cytotox
1	CCN(c1ccccc1)c1ncnc2c1cnn2-c1ccc(C)cc1C	3	-6%	x	x	-19%
2	CCc1nnc(NC(=O)CSc2ccc(-c3nc4ccc(C)cc4[nH]3)cn2)s1	-1	7.3µM*	u	-1%	2%
3	O=C(NCCc1cccs1)c1ccc(Cl)c(Cl)c1	-10	u	-1%	5%	2%
4	CCCn1c(N)c(N(CCOC)C(=O)c2cccc(Cl)c2)c(=O)[nH]c1=O	-3	20%	-1%	11%	-27%
5	Cc1cccc(-c2cc(C(=O)Nc3ccncc3)c3ccccc3n2)c1	35*	-7%	9%	u	-8%
6	Cc1nc(N2CCN(C(=O)c3ccco3)CC2)[nH]c(=O)c1C	-2	0%	2%	11%	-7%
7	Cc1ccc(C(=O)OCC(=O)NCc2ccco2)cc1C	-2	u	-11%	12%	-5%
8	O=C(CN1C(=O)NC2(CCCCC2)C1=O)N(Cc1ccco1)Cc1cccs1	1	-5%	u	15%	-8%
9	Cc1ccc(C)c(S(=O)(=O)N2CCCOC2CNC(=O)C(=O)NC2CCCCC2)c1 (stereo unspecified)	0	u	15%	5%	-1%
10	CN1CCN(C(c2cccnc2)c2ccc3cccnc3c2O)CC1 (stereo unspecified)	-4	-22%	8%	3%	u

cpd	SW480 rereplic	IL1B secr inh	KB-3-1 cytotox	HT1080 IDH1KD tx
1	x	x	-1%	x
2	0%	8	-8%	4%
3	-2%	u	-2%	0%
4	-22%	13	0%	11%
5	-4%	u	-7%	u
6	-4%	29	-1%	7%
7	-5%	26	12%	0%
8	-67%[inhibitor]	-16	-1%	18%
9	1%	11	15%	5%
10	1%	0	-7%	7%

# 8 of the compounds above, in transposed form.
2. CCc1nnc(NC(=O)CSc2ccc(-c3nc4ccc(C)cc4[nH]3)cn2)s1
3. O=C(NCCc1cccs1)c1ccc(Cl)c(Cl)c1
4. CCCn1c(N)c(N(CCOC)C(=O)c2cccc(Cl)c2)c(=O)[nH]c1=O
5. Cc1cccc(-c2cc(C(=O)Nc3ccncc3)c3ccccc3n2)c1
6. Cc1nc(N2CCN(C(=O)c3ccco3)CC2)[nH]c(=O)c1C
7. Cc1ccc(C(=O)OCC(=O)NCc2ccco2)cc1C
8. O=C(CN1C(=O)NC2(CCCCC2)C1=O)N(Cc1ccco1)Cc1cccs1
9. Cc1ccc(C)c(S(=O)(=O)N2CCCOC2CNC(=O)C(=O)NC2CCCCC2)c1 (stereo unspecified)
screen / no.	2	3	4	5	6	7	8	9
DRD3 agonist	-1	-10	-3	35*	-2	-2	1	0
KB-V1 cytotox	7.3µM*	u	20%	-7%	0%	u	-5%	u
MCF10A rerep	u	-1%	-1%	9%	2%	-11%	u	15%
HT1080NT lethal	-1%	5%	11%	u	11%	12%	15%	5%
GLP1R cytotox	2%	2%	-27%	-8%	-7%	-5%	-8%	-1%
SW480 rereplic	0%	-2%	-22%	-4%	-4%	-5%	-67%[inhibitor]	1%
IL1B secr inh	8	u	13	u	29	26	-16	11
KB-3-1 cytotox	-8%	-2%	0%	-7%	-1%	12%	-1%	15%
HT1080 IDH1KD tx	4%	0%	11%	u	7%	0%	18%	5%

# Going on with the list:
cpd	Compound	DRD3 agonist	KB-V1 cytotox	MCF10A rerep	HT1080NT lethal	GLP1R cytotox
11	O=C(NC1CCN(Cc2ccccc2)CC1)C1CCN(S(=O)(=O)c2ccccc2)CC1	-13	u	8%	5%	-14%
12	COc1ccc2[nH]c3c(c2c1)CCN1C(=O)C(CC(=O)NCCN2CCOCC2)C[C@H](C(=O)N2CCCCC2)[C@@]31CCc1ccccc1 (stereo partly specified)	30*	3%	-31%[inhibitor]	13%	8%
13	O=c1cc(N2CCN(c3cccc(Cl)c3)CC2)[nH]c(=O)n1C1CCCCC1	7	u	9%	6%	-11%
14	O=C1NC(NS(=O)(=O)c2ccccc2)(C(F)(F)F)C(=O)N1Cc1ccccc1 (stereo unspecified)	-12	21%	-1%	1%	0%
15	O=C(CCc1ccccc1Cl)NC1CCCN(c2ccc(C(F)(F)F)cn2)C1 (stereo unspecified)	2	-16%	u	-2%	8%
16	CCCNC(=O)C1(C)CCN(Cc2ccc(-c3ccccn3)cc2)C1 (stereo unspecified)	-20	-6%	x	3%	14%
17	Cc1ccc(C)c(NC(=O)CSc2nc3c(oc4ccccc43)c(=O)n2-c2ccccc2)c1	23	7.3µM*	-10%	-3%	-12%
18	O=C(c1ccc2c(c1)N(Cc1ccccc1)C(=O)c1ccccc1S2)N1CCCC1	9	2.3µM*	17%	9%	-38%
19	COc1ccc(CNC(=O)C[C@H]2C[C@H](C(=O)N3CCOCC3)[C@@]3(C)c4[nH]c5cc(CCC(=O)N(C)C)ccc5c4CCN3C2=O)cc1OC	5	0%	-3%	7%	1%
20	O=C(O)C1CCCN(C(=O)NCc2ccccc2)C1 (stereo unspecified)	-6	17%	2%	16%	-5%

cpd	SW480 rereplic	IL1B secr inh	KB-3-1 cytotox	HT1080 IDH1KD tx
11	-3%	9	u	3%
12	9%	3	1%	5%
13	3%	6	u	3%
14	10%	-3	-9%	4%
15	7%	0	-7%	15%
16	x	-5	0%	1%
17	-10%	19	20%	12%
18	-8%	-16	15%	2%
19	u	21	1%	15%
20	0%	-16	8%	8%

# The list goes on.
cpd	Compound	DRD3 agonist	KB-V1 cytotox	MCF10A rerep	HT1080NT lethal	GLP1R cytotox
21	Cn1c(=O)[nH]c(=O)c2c1nc(N/N=C/c1ccncc1)n2Cc1ccc(F)cc1	1	23%	1%	5%	-3%
22	CC1(C(=O)NC2CCN(Cc3ccccc3)CC2)CCN1CCc1ccccc1 (stereo unspecified)	-21	-17%	x	-7%	-1%
23	COc1ccc2c(c1)[nH]c1c(N3CCN(Cc4ccc5c(c4)OCO5)CC3)ncnc12	13	2.6µM*	u	-19%	u
24	Cc1cc(NC(=O)C2CCCN2C(=O)Nc2c(C)cccc2C)ccc1-n1cnnn1 (stereo unspecified)	6	20%	0%	17%	-4%
25	CCOC(=O)CSc1nnc(-c2cccs2)n1-c1ccccc1	0	1%	13%	5%	-9%
26	Cn1c(=O)n(Cc2ccccc2)c(=O)c2c1nc1n2CCS1	-5	u	-8%	0%	12%
27	CC1CCC2C(=O)N(c3ccccc3OC(=O)c3ccccc3)C(=O)C2C1 (stereo unspecified)	2	0%	-3%	-6%	3%
28	CCN(CC)c1ccc(NC(=O)c2cnc3ccccn3c2=O)c(C)c1	14	3.7µM*	u	10%	-7%
29	CCCCC(CCC(=O)Nc1ccc(C(=O)OCC)cc1)C(=O)O (stereo unspecified)	-1	4%	1%	-2%	-6%
30	C[C@@H]1CN([C@H](C)CO)C(=O)CCCn2nncc2CO[C@H]1CN(C)S(=O)(=O)c1ccc(Oc2ccccc2)cc1	-6	4%	x	-6%	3%

cpd	SW480 rereplic	IL1B secr inh	KB-3-1 cytotox	HT1080 IDH1KD tx
21	-15%	49	-8%	1%
22	x	-5	0%	-11%
23	10%	-105*	u	u
24	1%	13	2%	10%
25	0%	-22	-4%	-1%
26	-8%	15	8%	-4%
27	2%	18	-12%	-3%
28	3%	-16	5%	-14%
29	-4%	11	0%	-2%
30	x	18	-8%	-10%

# (cont.)
cpd	Compound	DRD3 agonist	KB-V1 cytotox	MCF10A rerep	HT1080NT lethal	GLP1R cytotox
31	Cc1csc(=O)n1CCC(=O)OCC(=O)Nc1cc(Cl)ccc1[N+](=O)[O-]	-3	-38%	4%	0%	-1%
32	N#CC1=C2SC=C(c3ccc(Br)cc3)N2CCCC1=O	2	u	14%	-28%	0%
33	CCOCCCNC(=S)Nc1ccc2nc3n(c(=O)c2c1)CCCCC3	-17	-3%	-22%	-3%	0%
34	COc1ccccc1CN(C)CC(=O)Nc1cccc(S(=O)(=O)N2CCCCC2)c1	1	u	u	-6%	2%
35	Cn1c(Sc2ccc(C(=O)O)cc2[N+](=O)[O-])nnc1-c1ccccc1	-16	5%	-20%	3%	13%
36	CC(C)N(Cc1ccccc1)c1ncnc2c1nnn2C	-9	-3%	x	x	0%
37	Cc1ccc(C(=O)N2CCN(c3ccccn3)CC2)cc1[N+](=O)[O-]	0	-30%	1%	-2%	-5%
38	CCOc1ccc(CN(C)C(=O)c2ccc(=O)[nH]c2)cc1	-6	-2%	1%	6%	0%
39	CCCCC(=O)Nc1ccc(Br)cc1C(=O)O	12	u	5%	-21%	-1%
40	NNC(=O)COc1cccc2cccnc12	-2	3%	-47%[inhibitor]	22%	-7%

cpd	SW480 rereplic	IL1B secr inh	KB-3-1 cytotox	HT1080 IDH1KD tx
31	15%	29	-3%	-6%
32	18%	-12	-3%	-3%
33	-11%[1.84 µM]	-64*	1%	0%
34	1%	-15	-3%	-8%
35	-3%	11	28%	8%
36	x	x	2%	x
37	-4%	-8	-8%	12%
38	1%	20	6%	9%
39	5%	56	10%	1%
40	-7%	0	1%	19%

# Further compounds.
cpd	Compound	DRD3 agonist	KB-V1 cytotox	MCF10A rerep	HT1080NT lethal	GLP1R cytotox
41	CC(C)C(NC(=O)c1c(F)cccc1F)C(=O)N1CCN(S(=O)(=O)/C=C/c2ccccc2)CC1 (stereo unspecified)	-2	8%	17%	0%	-5%
42	COc1ccc2[nH]cc(CCNC(=O)Nc3ccc(F)cc3)c2c1	-1	1%	x	x	7%
43	C/C=N/N(c1ccccc1)c1ccccc1	-11	10%	11%	4%	7%
44	O=C(Nc1nnc(C2CCCCC2)s1)C1CC(=O)N(c2ccc(F)cc2)C1 (stereo unspecified)	3	-17%	3%	8%	21%
45	Cc1nc2ccc(C(=O)O)cc2nc1C	5	-6%	-1%	15%	4%

cpd	SW480 rereplic	IL1B secr inh	KB-3-1 cytotox	HT1080 IDH1KD tx
41	-15%	-4	u	10%
42	x	x	-2%	x
43	-13%	-3	-3%	9%
44	-12%	21	-9%	6%
45	1%	17	13%	6%
